T cell HTS: T cell immune modulation candidate; actives 0.068% (n = 330,000); 2C CD8+ T cell-vesicle binding, flow cytometry; hits give low values; calls only at 7 µM;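 active means response, share of CD8 T cells binding vesicles, and their 90th percentile fluorescence all below set limits, cut at about 80% in these data, passing the limit was not always enough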
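incubation = binding step 1.5 h, 37 °C, antibody labelling 20 min, ice | test system = 2C mouse CD8+ T cells | read-out basis = percent CD8+ FL2 mean versus row control | controls = Peptide-free naked vesicles (low) and QL9 vesicles with 0.7% DMSO vehicle (high) | detection = flow cytometry of vesicle-bound cells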
LYP inhibition: PTPN22 lymphoid phosphatase activity blockers – biochemical, fluorescence intensity, uHTS (AID 1779). recombinant LYP phosphatase, fluorescence intensity; higher % means a stronger effect. inhibition, % at 11.5 µM; hits with a dose series show IC50 in µM. actives 0.054% (n = 290,000); in the data active means inhibition above about 50%;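 further: plate controls were vehicle with enzyme for no effect and no enzyme for full effect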
NTR1 ag: NTR1-driven beta-arrestin-GFP spot formation – imaging, U2OS cells, high content, primary screen (AID 493036); actives 0.17% (n = 330,000); activation, % at 20 µM; agonist mode;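 active means activation at or above 40% of the spot to cytoplasm intensity ratio, with at least 20 cells analyzed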;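 further: 0% = DMSO without peptide and 100% = 100 nM NTR1 peptide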
Target sequence (P30989 whole entry, looked up): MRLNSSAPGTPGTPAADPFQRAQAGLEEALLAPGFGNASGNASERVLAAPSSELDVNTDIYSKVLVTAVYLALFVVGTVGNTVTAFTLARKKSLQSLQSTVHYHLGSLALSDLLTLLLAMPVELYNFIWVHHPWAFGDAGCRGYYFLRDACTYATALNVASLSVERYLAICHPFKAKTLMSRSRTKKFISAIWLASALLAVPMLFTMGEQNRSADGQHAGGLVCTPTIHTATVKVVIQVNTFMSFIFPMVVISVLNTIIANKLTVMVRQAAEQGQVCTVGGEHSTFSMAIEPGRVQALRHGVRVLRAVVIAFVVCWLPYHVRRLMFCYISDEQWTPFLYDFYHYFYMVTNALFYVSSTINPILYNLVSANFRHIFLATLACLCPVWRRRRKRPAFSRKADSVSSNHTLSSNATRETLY
GPR55 LPI antagonism: GPR55 antagonists blocking LPI-driven arrestin recruitment, primary screen, imaging, U2OS, beta-arrestin-GFP, LPI agonist (AID 2013); U2OS GPR55 beta-arrestin-GFP translocation imaging, LPI antagonism; higher % means a stronger effect; one-dose inhibition, % at 10 µM; IC50 in µM for titrated hits; actives 0.13% (n = 290,000);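 active means spots per cell inhibited over 60%, with over 100 cells counted and total cytoplasm intensity under 500,000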;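 further: U2OS cells stably carrying GPR55 and arrestin-GFP stimulated by 5 µM LPI near EC80; imaged beta-arrestin-GFP aggregate spots per cell after agonist stimulation; plate controls were LPI-stimulated DMSO wells for no effect and DMSO wells without LPI for full effect; some results filed as inactive read as strong as hits; confirmed hits need IC50 under 10 µM and bright autofluorescent wells are also inconclusive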
SV40 large T antigen: SV40 large T antigen inhibitors, biochemical (AID 1903) | SV40 large T antigen ATPase/helicase inhibition assay; higher % means a stronger effect | inhibition, % at 20 µM; hits with a dose series show IC50 in µM | actives 0.39% (n = 310,000); in the data active means a potency from the dose series; further: strong numbers were not always called active
MgcRacGAP inhibition: MgcRacGAP GTPase-activating activity inhibitors, confirmation, biochemical, ADP Hunter fluorescence | MgcRacGAP-stimulated Rac1 GTP hydrolysis, ADP Hunter fluorescence; higher % means a stronger effect; GST-tagged Rac1 F28L mutant substrate | AID 624330 | actives 0.6% (n = 340,000) | inhibition, % at 30 µM, or IC50 in µM where a hit was titrated;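 active means first-screen hits whose inhibition reached a set limit at any dose in the follow-up dose series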;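 further: fluorescence reports GDP produced by GAP-driven GTP hydrolysis; strong numbers were not always called active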
GPR35 arrestin U2OS: inhibition of zaprinast-stimulated GPR35 beta-arrestin translocation – imaging, U2OS, beta-arrestin-GFP, zaprinast agonist, primary screen (AID 2058); U2OS GPR35 beta-arrestin-GFP translocation imaging, zaprinast antagonism; higher % means a stronger effect; inhibition, % at 10 µM; hits with a dose series show IC50 in µM; actives 0.052% (n = 290,000);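 active means inhibition of at least 50% with at least 30 cells and total cytoplasm GFP at most 10,000,000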
GPR55 activation: selective activators of receptor GPR55 – imaging, U2OS cells, beta-arrestin-GFP redistribution, primary screen (AID 1961) | one-dose activation, % at 10 µM; EC50 in µM for titrated hits | U2OS GPR55 beta-arrestin-GFP redistribution imaging; higher % means a stronger effect | actives 0.048% (n = 290,000);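 active means activation above 40% with more than 50 cells counted in the well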;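 further: U2OS osteosarcoma cells stably expressing GPR55 and beta-arrestin-GFP; plate controls were DMSO negative control for no effect and LPI positive control for full effect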
Hep lipid drop: modulators of hepatic lipid droplet formation | inhibition, % at 6.5 µM | AML12 mouse hepatocytes, oleate lipid droplets, BODIPY imaging | actives 0.4% (n = 240,000) | AID 1656;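 active means lipid droplet intensity inhibited by at least 50%, with more than 500 cells counted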
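Material – AML12 mouse liver cells · Also added – oleate loading, 100 µM · Compound dosing – 6.5 µM single-point dosing · Times – overnight treatment with compound plus oleate · Measured by – fluorescence imaging, 20x objective, two fields per well · Read-out – percent inhibition of filter-corrected integrated lipid droplet intensity per well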
Hep lipid drop cells 6.5 µM: second read-out of Hep lipid drop, no call of its own (marks repeat the call); cell count; measured here: cell count, cytotoxicity flag;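 cells counted across two imaged fields per well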
T cell HTS vesicle-bound %: also measured in T cell HTS; calls as there; double positive events, %; measured here: CD8+ vesicle-bound cell fraction;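 binding gate set so that unloaded-vesicle control wells show 10% double positive cells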
NTR1 ag cell count 20 µM: also measured in NTR1 ag; calls as there; cell count; measured here: cell count, cytotoxicity flag
Starred values were filed as active, the others as inactive; i = inactive; · = not tested or not shown; + = active, no number.

SMILES	T cell HTS	T cell HTS vesicle-bound %	LYP inhibition	NTR1 ag	NTR1 ag cell count 20 µM	GPR55 LPI antagonism	SV40 large T antigen	MgcRacGAP inhibition	GPR35 arrestin U2OS	GPR55 activation	Hep lipid drop	Hep lipid drop cells 6.5 µM
CC(C)Cn1cnc2c1c(=O)n(CC(O)c1ccccc1)c(=O)n2CC(C)C (centres undefined)	i	36	-7%	0.1	51	8%	15%	13%	-7%	-0.2%	12	797
O=C(O)c1nccnc1C(=O)Nc1ccc(Oc2c(Cl)cccc2Cl)nc1	i	25	6%	-1.0	55	-2%	6%	·	10%	0.2%	-11	701
COC(=O)[C@H](Cc1ccccc1)NC(=O)NCc1ccccc1	i	42	-8%	-0.4	52	-2%	6%	-5%	-5%	-0.3%	-7	719
CCOc1ccccc1NC(=O)Nc1cc(C(=O)O)ccc1C	i	21	-10%	0.0	42	3%	6%	-5%	10%	-0.1%	0	684
O=C(Nc1nc(-c2ccccc2)cs1)C1CCCO1 (centres undefined)	i	15	-2%	-0.4	40	-4%	6%	4%	3%	-0.1%	18	740
COc1ccc(NC(=O)CN(C)C(=O)c2ccc(-c3ccccc3Cl)o2)cc1	i	46	·	1.9	70	·	5%	6%	·	·	·	·
C/C(=N/NS(=O)(=O)c1ccc(C(C)(C)C)cc1)c1ccc2c(c1)OCO2	i	58	-6%	2.9	58	8%	9%	14%	-4%	-0.1%	0	816
COc1ccc(C2=NS(=O)(=O)N(C)C(C(=O)N(C)Cc3ccccc3)=C2)cc1	i	38	0%	-2.3	56	9%	5%	-1%	8%	0.6%	-9	762
Cc1ccccc1N1CCN(Cc2cc3c(cc2[N+](=O)[O-])OCO3)CC1	i	37	-2%	1.9	52	-10%	1%	1%	12%	-0.2%	-2	813
Nc1sc(-c2ccccc2)cc1-c1n[nH]c(=S)n1C1CCCCC1	i	39	3%	20	43	-9%	16%	·	12%	-0.2%	-2	646
Cc1sc2nc(Cc3ccccc3)[nH]c(=O)c2c1-c1ccccc1	i	49	-6%	23	74	13%	6%	3%	6%	0.0%	-14	618
COCCCNC(=S)N(CCCO)Cc1cc2cc3c(cc2[nH]c1=O)OCCO3	i	55	-9%	0.9	60	15%	5%	15%	-8%	-0.1%	9	831
O=C(Nc1ccccc1N1CCOCC1)c1ccco1	i	30	-9%	-0.8	42	-1%	9%	4%	-4%	0.0%	-4	793
CCN1C(=O)NC(c2cccnc2)C(C(=O)OC)=C1C (centres undefined)	i	12	-2%	1.9	42	-5%	21%	2%	-2%	-0.1%	8	745
O=C(c1ccco1)N1CCN(C(=O)C2c3ccccc3Oc3ccccc32)CC1	+	0.0*	1%	1.1	50	3%	10%	1%	13%	0.0%	-6	775

Molecules from the list above containing an NH in an aromatic ring, in the order listed:
SMILES	T cell HTS	T cell HTS vesicle-bound %	LYP inhibition	NTR1 ag	NTR1 ag cell count 20 µM	GPR55 LPI antagonism	SV40 large T antigen	MgcRacGAP inhibition	GPR35 arrestin U2OS	GPR55 activation	Hep lipid drop	Hep lipid drop cells 6.5 µM
Nc1sc(-c2ccccc2)cc1-c1n[nH]c(=S)n1C1CCCCC1	i	39	3%	20	43	-9%	16%	·	12%	-0.2%	-2	646
Cc1sc2nc(Cc3ccccc3)[nH]c(=O)c2c1-c1ccccc1	i	49	-6%	23	74	13%	6%	3%	6%	0.0%	-14	618
COCCCNC(=S)N(CCCO)Cc1cc2cc3c(cc2[nH]c1=O)OCCO3	i	55	-9%	0.9	60	15%	5%	15%	-8%	-0.1%	9	831

The listing picks up, starting two compounds before the break.
SMILES	T cell HTS	T cell HTS vesicle-bound %	LYP inhibition	NTR1 ag	NTR1 ag cell count 20 µM	GPR55 LPI antagonism	SV40 large T antigen	MgcRacGAP inhibition	GPR35 arrestin U2OS	GPR55 activation	Hep lipid drop	Hep lipid drop cells 6.5 µM
CCN1C(=O)NC(c2cccnc2)C(C(=O)OC)=C1C (centres undefined)	i	12	-2%	1.9	42	-5%	21%	2%	-2%	-0.1%	8	745
O=C(c1ccco1)N1CCN(C(=O)C2c3ccccc3Oc3ccccc32)CC1	+	0.0*	1%	1.1	50	3%	10%	1%	13%	0.0%	-6	775
Cc1cc(NC(=O)CSc2nc(-c3ccc(Cl)cc3)cs2)no1	i	26	-3%	7.1	88	-3%	10%	8%	-16%	0.3%	1	729
O=[N+]([O-])c1cccc(NC(=S)N2CCOCC2)c1	i	41	-1%	-1.7	37	1%	-4%	4%	-16%	-0.1%	-1	663
O=c1nc(-c2ccccc2)n(-c2ccc(Cl)cc2)[nH]1	i	34	-8%	1.6	56	6%	-3%	12%	-1%	-0.3%	-4	581
CC(C)(C)n1nc2c(c1NC(=O)c1cc3ccccc3o1)CSC2	i	47	-3%	3.7	52	0%	5%	1%	-13%	1.4%	16	642
CC1=CC(C)=Nc2ccccc2N1	i	6	-8%	1.0	66	8%	13%	3%	20%	0.7%	22	814
CC1(C)CC(=O)C(=CN2CCOCC2)C(=O)C1	i	64	-4%	0.1	46	-5%	10%	2%	0%	0.5%	14	708
Cc1[nH]n2c(=O)c3c(nc2c1-c1ccc(F)cc1)CCCC3	i	52	-10%	1.4	38	-4%	·	·	-9%	-0.1%	-10	660
COc1ccccc1-c1cc2nc(C)c(CCC(=O)NCc3ccc(F)cc3)c(C)n2n1	i	0	-7%	1.1	49	-6%	12%	3%	0%	-0.1%	9	620
COc1cccc(CN2CC(C(=O)NCCOc3ccccc3)CCC2=O)c1 (centres undefined)	i	51	-9%	-0.3	49	13%	10%	7%	-3%	-0.1%	14	700
O=C(O)CSc1nnc(-c2ccncc2)n1Cc1ccccc1	i	42	-2%	-0.3	48	18%	7%	11%	-9%	-0.2%	10	715
CCC(C)NC(=O)CSC1=Nc2ccccc2C2=NC(CC(=O)NCc3ccccc3)C(=O)N12 (centres undefined)	i	26	-5%	0.2	71	18%	-2%	6%	-16%	0.1%	-15	747
CCn1c(Cc2ccccc2)nnc1SCC(=O)Nc1nnc(-c2ccccc2)s1	i	37	-8%	1.2	49	12%	16%	5%	2%	-0.2%	-5	757
CCCC(=O)C1=C(O)C(C(=O)OC)C(C)(C)CC1=N (centres undefined)	i	14	-6%	0.1	58	-2%	3%	8%	-1%	0.2%	·	·
Cc1cc(N/C=C\c2nnnn2-c2ccccc2)no1	i	40	-3%	0.7	67	5%	14%	9%	12%	0.2%	2	654
O=c1[nH]c2cc3c(cc2cc1CN(Cc1nnnn1CC1CCCO1)C1CCCC1)OCO3 (centres undefined)	i	60	-12%	0.3	55	-1%	8%	7%	10%	-0.1%	·	·
O=C(CNC(=O)C(c1ccccc1)c1ccccc1)N/N=C/c1ccc(O)cc1O	i	24	-3%	1.5	59	-5%	16%	29%	20%	-0.1%	22	638
COc1ccc(C(=O)NC(=S)NCCO)cc1Br	i	44	-9%	0.8	47	-10%	0%	8%	-5%	0.2%	·	·
CN(c1ccccc1)S(=O)(=O)c1cccc(C(=O)NCCc2c[nH]c3ccccc23)c1	i	61	·	14	70	·	7%	11%	·	·	·	·
O=C(NNC(=S)Nc1ccccc1Cl)c1ccccc1Cl	i	36	-9%	-0.5	71	-2%	3%	2%	-2%	-0.2%	-4	737
CC(=O)c1cccc(NC(=O)NC2CCCCCCC2)c1	i	8	-8%	0.5	94	-6%	8%	7%	5%	0.2%	26	810
C/C(=N\NC(=O)c1ccccc1O)c1ccc(Br)s1	i	30	-3%	1.1	54	4%	8%	7%	-6%	0.5%	8	695
Cc1ccc(NC(=O)C(NC2CCCc3ccccc32)c2ccccc2)c([N+](=O)[O-])c1 (centres undefined)	i	8	1%	5.5	34	8%	0%	29%	5%	-0.3%	7	710
Cc1ccc(C)c(N2CCN(C(=O)c3ccc4nc(-c5ccco5)c(-c5ccco5)nc4c3)CC2)c1	i	41	8%	8.0	59	2%	20%	-4%	-6%	0.2%	·	·
O=[N+]([O-])c1cccc(/C=C/C=N/Nc2nc(N3CCCCC3)nc(N3CCCCC3)n2)c1	i	31	23%	2.8	32	10%	-6%	2%	-9%	1.1%	20	684
CC(Nc1ccnc2cc(Cl)ccc12)c1ccc(S(N)(=O)=O)cc1 (centres undefined)	i	28	-3%	0.8	48	4%	14%	12%	20%	0.2%	2	846
Cc1cc(C)nc(SCc2ccc3nonc3c2)n1	i	8	-2%	2.6	47	-12%	4%	8%	-2%	0.2%	-2	747
COc1ccccc1N1CC(O)=C(c2nc3ccccc3s2)C1=N	i	8	9%	-0.5	43	-10%	0%	22%	-16%	0.0%	1	732
CC(C)C(NS(=O)(=O)c1cccs1)C(=O)NCc1ccccc1Cl (centres undefined)	i	48	-5%	-0.5	44	10%	-2%	4%	5%	0.1%	-2	722
CN1C(=O)C(CC(=O)Nc2ccc(F)cc2)N(CCCc2ccccc2)C1=S (centres undefined)	i	9	-7%	6.7	42	24%	3%	12%	9%	0.2%	·	·
O=C(NC1CCCCC1)NC1(C(=O)NCCCN2CCOCC2)CCCCC1	i	29	-12%	0.7	50	-5%	-2%	-7%	6%	0.1%	1	795
COc1cc2oc(=O)c(Br)c(C)c2c(OC)c1OC	i	54	-4%	0.2	62	-5%	13%	8%	0%	0.8%	·	·
CCOc1ccc(NS(=O)(=O)c2ccc(C(=O)N3CCC3)cc2)cc1	i	20	-8%	0.3	55	-12%	3%	8%	11%	0.2%	71*	728*
O=C(c1cccs1)N1CCN(c2ncccn2)CC1	i	28	-8%	-1.5	88	-5%	17%	2%	-7%	-0.2%	16	793
C#CC(C)(CC)NC(=O)Cn1nnc(-c2cccc(C(F)(F)F)c2)n1 (centres undefined)	i	54	-2%	0.0	74	29%	5%	12%	3%	0.1%	6	769
Cc1ccc(N(C(=O)c2csnn2)C(C(=O)NC(C)(C)C)c2cccs2)cc1 (centres undefined)	i	21	-4%	1.2	43	2%	14%	-4%	-8%	0.3%	·	·
COc1ccccc1C(=O)c1c(C)c(CCC#N)n2ccccc12	i	23	-4%	-0.4	41	1%	9%	·	7%	0.2%	-4	807
Cc1cc(C)c(NC(=O)Cn2nnc(C(=O)NCCc3ccccc3)c2N)c(C)c1	i	10	-13%	-1.1	62	4%	3%	4%	17%	-0.1%	1	738
CN1CCN(C/C(=C2/N=C(c3ccccc3)OC2=O)N(C)C)CC1	i	10	2%	-0.6	82	-21%	2%	5%	-5%	-0.3%	16	649
CCN1CCCC1CNC(=O)c1cn(C)c2ccc(S(=O)(=O)N3CCCCCC3)cc2c1=O (centres undefined)	·	·	-1%	·	·	22%	4%	8%	15%	-0.1%	·	·
